D1 agonist – activates the human D1 dopamine receptor; P21728; HEK293 T-REx D1 cells, calcium flux, agonist mode; activation, % at 2 µM; actives 1% (n = 360,000); in the data active = activation above about 30%; note: 0% is about no effect
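Inducible HEK293 T-REx D1 cells, force-coupled to calcium signalling, were plated at 4000 cells/well with tetracycline and held overnight at 30 C. After no-wash calcium dye loading, compound-evoked calcium rise over 180 s flagged agonists.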
D2 agonist – activates the human D2 dopamine receptor. P14416. HEK293 T-REx D2 cells, calcium flux agonist mode. activation, % at 2 µM. actives 0.53% (n = 340,000). AID 485358;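 active = activation over 3 SD above normal in the single-dose calcium agonist read, cut at about 30% in these data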; note: 0% is about no effect
Target sequence (P14416 whole entry, looked up): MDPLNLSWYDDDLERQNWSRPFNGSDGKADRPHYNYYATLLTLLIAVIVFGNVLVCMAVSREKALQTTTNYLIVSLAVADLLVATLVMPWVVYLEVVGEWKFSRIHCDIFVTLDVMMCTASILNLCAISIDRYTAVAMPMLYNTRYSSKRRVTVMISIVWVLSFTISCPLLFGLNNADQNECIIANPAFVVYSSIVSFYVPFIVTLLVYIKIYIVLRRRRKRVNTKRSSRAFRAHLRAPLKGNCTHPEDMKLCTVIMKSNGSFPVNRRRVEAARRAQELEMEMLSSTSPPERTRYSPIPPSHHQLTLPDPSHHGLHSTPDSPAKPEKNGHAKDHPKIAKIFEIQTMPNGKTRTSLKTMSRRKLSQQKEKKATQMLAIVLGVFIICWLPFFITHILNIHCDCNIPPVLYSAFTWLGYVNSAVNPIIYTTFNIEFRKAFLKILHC
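Tetracycline-induced HEK293 Trex cells with D2 receptor force-coupled to calcium signaling, plated overnight at 30 C and loaded with no-wash calcium dye. Calcium flux read kinetically for 180 s after compound addition; responses flag agonists.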
D2 antag – antagonists of human D2 dopamine receptor; HEK293 TREx D2 cells, calcium flux, dopamine EC80; inhibition, % at 10 µM; actives 2% (n = 340,000); AID 485344; in the data active = inhibition above about 30%; note: 0% is about no effect
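Calcium flux kinetic readout in an inducible HEK293 TREx D2 line plated overnight at 30 C. After 180 s compound exposure, an EC80 dopamine challenge follows with another 180 s kinetic read to detect antagonism.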
D2 PAM – D2 dopamine receptor (human) potentiation. HEK293 T-REx D2, calcium flux, EC20 dopamine potentiation. potentiation, % at 10 µM. actives 0.34% (n = 340,000). AID 485347;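 active = potentiation over 3 SD above the plate norm, cut at about 30% in these data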; note: 0% is about no effect
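Tetracycline-induced HEK293 T-REx cells force-coupled to calcium signalling expressed D2; compounds were pin-added after a 10 s baseline, read kinetically 180 s, then an EC20 dopamine challenge followed with a further 180 s calcium read.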
RXFP1 agonist – activates the human relaxin receptor RXFP1; HEK293T-RXFP1 cAMP TR-FRET, 30 min; response scale: percent of porcine relaxin response, buffer zero; Q9HBX9; actives 0.3% (n = 370,000); Potency, µM (doses to about 57.5 µM), inactives show at the top dose activation, usual class: activators; active = well fitted activation curve with a large enough effect; inconclusive = small, poorly fitted or top-dose-only effect; note: potency is the fitted concentration of half-maximal effect; % is set by controls: 0 for no effect and ±100 for the full control effect; nearly all actives have a fitted effect of over 60% in size; many of its hits are not listed in these tables
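Agonist response is measured as cAMP accumulation in an RXFP1-transfected HEK293T line under PDE4 inhibition. Values are scaled between buffer-only and 29 nM porcine relaxin, and EC50s come from standard Hill equation fits.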
D1 antag – human D1 dopamine receptor antagonism; P21728; activity change, negative = inhibition, % at 10 µM; HEK293 TREx D1 cells, calcium flux, dopamine EC80; hits give low values; AID 504652; actives 3.2% (n = 360,000); in the data active = activity change below about -30%; note: % is set by controls: 0 for no effect and ±100 for the full control effect
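Inducible Hek293 Trex D1 cells (tetracycline, overnight, 30 C). Calcium dye 30–90 min RT. Antagonist mode: EC80 dopamine added after 180 s compound read.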
D1 potentiator – potentiators of human D1 dopamine receptor | P21728 | actives 0.036% (n = 360,000) | HEK293 TREx D1 cells, calcium flux, dopamine EC20 potentiation | AID 504651 | potentiation, % at 10 µM; in the data active = potentiation above about 30%; note: 0% is about no effect
RXFP1 antag – RXFP1 (human) relaxin receptor antagonism; Q9HBX9; HEK293-RXFP1, relaxin-stimulated cAMP HTRF, 30 min; hits give low values; activity change, negative = inhibition, % at 57.5 µM; actives 0.59% (n = 350,000); AID 1259400;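 active = activity change of -60% or lower, but not beyond a set lower limit; inconclusive = change between -60% and -40%, or beyond the set limit; inactive = change above -40%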; note: % is set by controls: 0 for no effect and ±100 for the full control effect
TRHR enhancer – TRH receptor (human) allosteric enhancement. actives 0.66% (n = 360,000). enhancement, % at 2 µM. P34981. TRHR cells, fluo-8 calcium fluorescence, EC20 TRH enhancement; in the data active = enhancement above about 30%; note: 0% is about no effect
Target sequence (P34981 whole entry, looked up): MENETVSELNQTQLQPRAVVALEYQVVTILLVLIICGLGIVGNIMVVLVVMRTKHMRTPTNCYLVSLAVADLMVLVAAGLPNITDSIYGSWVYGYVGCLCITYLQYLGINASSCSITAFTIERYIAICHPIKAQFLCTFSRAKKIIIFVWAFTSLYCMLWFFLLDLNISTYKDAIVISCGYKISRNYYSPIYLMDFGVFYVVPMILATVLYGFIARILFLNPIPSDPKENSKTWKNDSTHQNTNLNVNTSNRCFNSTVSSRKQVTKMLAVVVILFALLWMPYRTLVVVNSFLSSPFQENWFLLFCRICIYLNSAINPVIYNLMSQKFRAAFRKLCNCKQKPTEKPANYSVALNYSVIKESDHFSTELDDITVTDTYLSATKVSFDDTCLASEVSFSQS
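Enhancer read-out: after compound pinning and an initial kinetic agonist-mode read, an EC20 of TRH (10 nM final) was injected and fluo-8 calcium signal (Ex 480/Em 530) followed at 1 s/cycle for 100 cycles in TRHR-expressing cells.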
* marks the source's active call; other numbers are inactive results; ? = inconclusive; · = no result given.

no.	Structure	D1 agonist	D2 agonist	D2 antag	D2 PAM	RXFP1 agonist	D1 antag	D1 potentiator	RXFP1 antag	TRHR enhancer
1	O=C(COc1ccccc1)Nc1ccc(NC(=O)c2ccco2)cc1	4	-0.5	-6	3	-0.7%	-73*	-3	-12	-4
2	O=C(O)c1ccc(S(=O)(=O)N2CCC3(CC2)CC(=O)c2ccccc2O3)cc1	1	-0.1	-24	12	2.2%	27	-6	-14	-1
3	COc1cccc(/C=C/C(=O)OCC(=O)NCc2ccc(Cl)cc2)c1	4	-0.1	-7	2	3.0%	-11	4	-10	15
4	Cc1cc(=O)n(C)c(=O)n1CCCCCCN1CCCC1	-1	0.6	-11	-8	-0.6%	19	0	11	-5
5	CN(CC(=O)NCc1cccnc1)S(=O)(=O)c1ccccc1	3	0.3	2	1	-0.2%	1	2	3	3
6	Cc1cccc(N2CCN(Cc3cc(=O)n4ccsc4n3)CC2)c1C	0	0.0	27	-14	2.5%	-9	5	-2	8
7	CN(CC1COc2ccccc2O1)C(=O)c1cccc(S(=O)(=O)N2CCCC2)c1 (stereo not drawn)	1	0.1	-6	15	1.0%	-3	-2	-2	8
8	CCSc1nnc(NC(=O)c2cc(-c3ccccc3O)n[nH]2)s1	2	0.7	7	-2	-0.5%	-13	-8	-9	-6
9	CCOC(=O)c1c(NC(=O)C2COc3ccccc3O2)sc(C)c1C (stereo not drawn)	0	0.8	-14	-6	0.0%	-8	5	-3	-6
10	CCOC(=O)c1sc(NC(=O)CC)nc1C	-1	0.7	-11	0	1.0%	11	-3	11	11
11	O=S(=O)(NCc1cccnc1)c1cccn1-c1ncc(C(F)(F)F)cc1Cl	11	-0.4	-6	-2	1.2%	-12	-10	-3	8
12	COc1ccc(C2=[N+](C)CCn3cccc32)c(OC)c1	3	-3.5	13	-6	4.4%	-2	1	·	-3
13	COc1ccc(C2CC(=O)Nc3c2c(=O)nc2c(C)cccn32)cc1 (stereo not drawn)	-1	0.3	·	16	?	7	0	·	2
14	O=C(CC1CCCC1)Nc1nc2ccccc2[nH]1	1	0.3	0	-2	1.7%	4	-4	-9	2
15	COc1ccccc1/C=C/C(=O)OCCN1CCOCC1	-1	-1.5	19	-22	4.1%	28	-3	5	5
16	COc1ccccc1/C=C/C=N/N1CCN(Cc2cccc3ccccc23)CC1	2	-0.9	17	-8	2.8%	1	-6	-14	6
17	Cc1ccc(NC(=O)C2CCCN(S(=O)(=O)c3c(C)n[nH]c3C)C2)cc1Cl (stereo not drawn)	36*	0.8	·	-18	3.8%	6	2	·	-7
18	Cc1ccc(-n2c(=O)c3ccc(C(=O)NCc4ccco4)cc3n(Cc3cccc(Cl)c3)c2=O)cc1	3	-0.1	·	21	9.5%	7	2	-14	7
19	COC(=O)c1cc2c(=O)n3ccccc3nc2n(C)c1=N	0	·	·	·	5.1%	9	1	·	-7
20	Clc1ccccc1Nc1nnc(-c2ccncc2)s1	2	-0.1	-12	-3	-5.4%	5	1	12	-5
21	Cc1ccccc1Cn1cc(/C=N/n2cnnc2)c2ccccc21	1	·	·	7	0.9%	-14	-6	-22	-1
22	Cc1cccc(NC(=O)COC(=O)CCc2c[nH]c3ccccc23)c1	0	0.0	-15	-5	0.8%	-5	0	-4	15
23	O=C(NCCCN1CCCC1=O)c1ccc2c(c1)ncn2C1CCCCC1	0	-0.3	-20	-1	8.5%	-11	-3	·	-1
24	S=C(Nc1cccc(Cl)c1)Nc1ccc2c(c1)OCCO2	1	-0.7	4	-7	-0.1%	-15	-3	12	-7
25	COCCN(CCOC)S(=O)(=O)c1ccc(C(=O)Nc2ccncc2)cc1	4	0.0	-3	-5	0.0%	-1	-8	4	3
26	O=P(O)(O)CP(=O)(O)O	2	0.9	17	4	-1.5%	-13	-1	·	7
27	Cn1nnnc1Sc1ncnc2scc(-c3cccc(Cl)c3)c12	4	·	·	·	·	14	6	·	-6
28	Cc1ccc(-c2noc(-c3cc(-c4ccc(F)cc4)n[nH]3)n2)cc1	1	0.3	·	12	-0.7%	-2	-3	-12	3
29	O=C1NC(=S)S/C1=C\c1coc2ccccc2c1=O	3	2.3	-2	2	5.1%	-13	-3	-8	2
30	COC(=O)[C@H](CC(C)C)NC(=O)NC1CCCCC1C (stereo partly drawn)	-2	0.6	-24	-11	1.0%	6	1	6	1
31	O=C(CSCc1ccccc1Cl)NNC(=S)Nc1ccccc1	3	0.2	-3	-8	-0.4%	9	3	-6	-7
32	CC(C)CCN1C(=O)c2ccc(-c3nc4ccccc4c(=O)o3)cc2C1=O	3	0.2	-15	9	2.2%	3	-5	33	13
33	O=C(NCc1ccc(Cl)cc1)c1ccc(-n2cccn2)nc1	5	-0.7	-4	1	-1.3%	-4	-4	-9	0
34	COc1ccccc1CNC(=O)CCc1c(C)nn(-c2ccc(N3CCOCC3)nn2)c1C	2	-0.3	·	2	3.3%	16	-3	·	2
35	O=C(CNC(=S)N(Cc1ccccc1F)C1CCCCC1)NC1CC1	0	·	·	·	0.9%	0	3	9	2
36	COc1ccccc1CC(NC(C)=O)C(=O)NC1CCN(C(=O)c2ccc(C)cc2)CC1 (stereo not drawn)	3	-0.1	3	1	1.0%	-1	·	-4	2
37	N#CCc1nc2c3c4c(sc3ncn2n1)CCCC4	-1	-0.6	-15	0	?	-15	-5	1	-9
38	COc1ccccc1OCC(=O)Nc1cccc(-c2nc3ccccc3o2)c1	10	0.3	-1	-2	0.9%	-2	3	-18	-3
39	CCOC(=O)c1cnc2nc(SC)nn2c1N	1	0.4	2	-3	0.2%	5	-6	-4	13
40	CCCc1ncc(C(O)c2ccccc2OC)n1C (stereo not drawn)	3	-0.2	16	-7	0.0%	-9	-7	14	-1
41	Cc1ccc(N2C(=O)CC(c3c[nH]c4ccccc34)C2=O)cc1 (stereo not drawn)	5	0.6	-12	7	-0.3%	-18	-1	13	5
42	CCCCCCCCOC(=O)c1nc(Cl)c(Cl)c(N)c1Cl	9	0.7	-18	-2	-0.3%	1	-5	-6	-4
43	CCc1cc(=O)oc2c(C)c(OCC(=O)NCCN3CCOCC3)ccc12	1	-0.1	-5	-5	2.3%	-25	2	5	0
44	Cc1cc(OCC(=O)NCCc2cccc(F)c2)c2c(C)cc(=O)oc2c1	2	1.3	2	-10	0.9%	6	-1	6	-4
45	O=C(Nc1ccc2c(c1)CCCN2C(=O)c1ccccc1)c1ccccc1Br	6	0.5	-2	17	2.6%	-19	-11	10	13
46	O=C(c1ccc(F)cc1)N1CCCC(C(=O)N2CCc3ccccc3C2)C1 (stereo not drawn)	1	-1.9	0	8	1.4%	-7	-11	-5	4
47	Cc1ccc(C)c(C(=O)N2CCC(n3nccc3NC(=O)C3CC3)CC2)c1	1	0.1	2	27	-3.2%	-7	-7	-1	-1
48	C=C(C(=O)c1ccccc1)C(c1ccccc1)C(C)C(=O)c1ccccc1 (stereo not drawn)	5	-0.4	-4	3	0.2%	-5	-1	10	-2
49	COC(=O)c1cnc(Oc2ccc(NC(=O)NC(=O)c3ccccc3Cl)cc2)cc1C(F)(F)F	2	0.2	-22	0	1.9%	-2	-2	-6	2
50	Cc1ccc(NC(=S)NCc2cccn2C)cc1	0	-0.2	-8	-8	-0.1%	-14	-3	-5	1
51	S=c1c2c(nc3nc[nH]n13)CCC2	4	-0.1	3	-3	0.0%	-17	1	-1	0
52	O=C(O)CNC(=O)c1ccccc1F	2	0.5	3	11	0.4%	-5	-6	7	8
53	COc1cc(OC)cc(C(=O)N[C@H](C(=O)Nc2nc3ccccc3[nH]2)C(C)C)c1	2	0.2	12	-13	-0.7%	-6	3	-30	3
54	COc1ccccc1CN1CCNC(=O)C1CC(=O)N(C)Cc1ccon1 (stereo not drawn)	3	0.1	4	2	-0.1%	6	-2	18	3
55	COc1ccc(-c2cnc(OC(C)(C)C)nc2OC(C)(C)C)cc1OC	2	1.1	-4	-3	1.2%	·	-1	-22	-2
56	CCCCNc1ccc(S(N)(=O)=O)cc1[N+](=O)[O-]	3	0.2	-5	3	0.3%	-11	0	·	3
57	C/C(=N\NC(=O)CCCNc1ccccc1)c1ccncc1	2	0.6	1	-1	-1.4%	3	-3	-14	1
58	Cc1ccc(CN2CC(C(=O)N3CC(C)CC(C)C3)CC2=O)cc1 (stereo not drawn)	1	-1.4	-20	-3	2.5%	5	4	-1	-6
59	OC(CCCCN1CCCCC1)c1ccccc1 (stereo not drawn)	3	0.8	7	-10	0.0%	18	-8	0	3
60	Cc1ccc(-c2cc(C(=O)NN3CCOCC3)c3cc(Br)ccc3n2)o1	1	0.9	-4	8	20%	6	2	-2	6

Next structures.
no.	Structure	D1 agonist	D2 agonist	D2 antag	D2 PAM	RXFP1 agonist	D1 antag	D1 potentiator	RXFP1 antag	TRHR enhancer
61	O=C(CN(Cc1cccs1)C(=O)CNS(=O)(=O)c1ccc(Cl)cc1)NCc1ccco1	0	-0.6	0	8	-3.4%	5	-2	-21	1
62	O=C(/C=C/c1ccco1)NCc1ccccn1	2	2.2	-8	10	1.3%	-6	-9	-3	5
63	CC(C)=C1C2CCC1C(C(=O)Nc1cc(C)cc(C)c1)C2C(=O)O (stereo not drawn)	0	-0.6	5	6	3.3%	-8	-7	6	7
64	C=CCn1c(-c2ccc(OC)cc2)nc2nc3ccccc3nc21	-1	0.3	-7	-4	8.5%	3	4	-1	-2
65	COc1ccc2nc(NC(=O)Cn3cnc4ccccc4c3=O)sc2c1	3	0.2	-3	2	8.4%	0	-5	0	2
66	COC(=O)c1ccccc1NC(=O)CN1CCN(Cc2ccccc2)CC1	3	-0.7	-16	-24	3.2%	-17	-1	0	19
67	C=CCN(C(=O)c1csnn1)C(C(=O)NCc1ccc(F)cc1)c1ccc(F)cc1 (stereo not drawn)	6	-0.9	-6	-2	0.6%	12	·	-18	-7
68	CCOC(=O)c1sc2ccccc2c1S(=O)(=O)N1CCN(c2cccc(C)c2C)CC1	2	-1.6	·	15	9.4%	38	-2	-10	9

Only part of the results is shown (hit frequency here may not be typical).
